EPAC1 antagonist – qHTS for Antagonist of cAMP-regulated guanine nucleotide exchange factor 3 (EPAC1): primary screen; Potency, µM (series often up to 115 µM), for the others: top-dose activity change, negative = inhibition, usual class: inhibitors; EPAC1 GEF assay, Rap1b-BODIPY-GDP exchange fluorescence; 360,000 compounds, 0.14% hits; Rap guanine nucleotide exchange factor 3 (Homo sapiens), O95398;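 note: potency is the fitted concentration of half-maximal effect; plate controls were vehicle for no effect and positive control for full effect; nearly all actives have a fitted effect of over 50% in size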
IL-2 act – qHTS of IL-2 Activators | AID 652025, 2013 | IL-2 activation reporter assay, cell-based qHTS; stimulated with anti-CD3/CD4/CD28 beads; in transgenic mouse T cells | 360,000 compounds, 0.065% hits | activation, % (series mostly up to about 46 µM); in the data active = activation above about 50%; inconclusive = mostly about 30% to 49%; note: 0% is about no effect
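Unstimulated transgenic mouse T cells preincubated 60 min with compound, then stimulated with anti-CD3/anti-CD4-coated beads plus anti-CD28 for 18 h at 37 degrees C. IL-2 response read as EGFP and DsRed fluorescence by plate cytometry.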
Abeta rescue – qHTS for compounds that reverse cellular toxicity of Amyloid beta (A-beta) peptide in yeast: Primary Screen; yeast expressing A-beta42, growth rescue, OD600, 48 h; response scale: 0% DMSO, 100% iron-clioquinol control; Potency, µM (titrated, usually from 46.1 µM), without a hit: top-dose growth rescue, hits mostly activators; 410,000 compounds, 0.063% hits; AID 1347071, 2019; note: potency is the fitted concentration of half-maximal effect; nearly all actives have a fitted effect of over 55% in size
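Growth rescue measured by 600 nm absorbance after 48 h yeast culture at 30 C with compound. Values normalized between DMSO and an equimolar ferric chloride plus clioquinol control.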
EPAC1 ag – qHTS for Agonist of cAMP-regulated guanine nucleotide exchange factor 3 (EPAC1): primary screen | Rap guanine nucleotide exchange factor 3 (Homo sapiens), O95398 | EPAC1 agonist qHTS, biochemical assay; response scale: 100% = response to 6.5 mM cAMP | Potency, µM (highest dose often 154 µM), for the others: at the top dose activation, usual class: activators | 360,000 compounds, 0.073% hits; note: potency is the fitted concentration of half-maximal effect; nearly all actives have a fitted effect of over 60% in size
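Normalized to 6.5 mM cAMP, activity reflects EPAC1-catalysed release of BODIPY-GDP from Rap1B, followed kinetically over 30 min at 480 nm excitation, 540 nm emission. Reaction contained 100 nM EPAC1, 250 nM Rap1B-BODIPY-GDP, 50 uM GDP.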
WRN helicase inh – qHTS for Inhibitors of WRN Helicase; Bifunctional 3'-5' exonuclease/ATP-dependent helicase WRN (Homo sapiens), Q14191; WRN helicase unwinding, fluorescent forked duplex, kinetic; Potency, µM (titrated, usually from 114 µM), inactives show top-dose activity change, negative = inhibition, hits mostly inhibitors; 360,000 compounds, 0.46% hits; AID 651768, 2012; note: potency is the fitted concentration of half-maximal effect; % is set by controls: 0 for no effect and ±100 for the full control effect; nearly all actives have a fitted effect of over 55% in size
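Screening of the MLSMR collection measured strand separation of a quenched forked DNA duplex (100 nM) by 20 nM WRN with 2 mM ATP, all final. Compounds were preincubated with enzyme 15 min at room temperature.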
PI5P4K alpha inh – qHTS for Inhibitors of phosphatidylinositol 5-phosphate 4-kinase (PI5P4K); AID 652105, 2013; PI5P4Kalpha enzyme, ADP-Glo luminescence, 60 min; stronger effect = lower value; max response, %; 330,000 compounds, 1.2% hits; Phosphatidylinositol 5-phosphate 4-kinase type-2 alpha (Homo sapiens), P48426; active = max response of -50% or lower; inconclusive = between -30% and -50%; inactive = -30% or higher; note: value at the top dose of about 77 µM; % is set by controls: 0 for no effect and ±100 for the full control effect
Target sequence (P48426 whole entry, looked up): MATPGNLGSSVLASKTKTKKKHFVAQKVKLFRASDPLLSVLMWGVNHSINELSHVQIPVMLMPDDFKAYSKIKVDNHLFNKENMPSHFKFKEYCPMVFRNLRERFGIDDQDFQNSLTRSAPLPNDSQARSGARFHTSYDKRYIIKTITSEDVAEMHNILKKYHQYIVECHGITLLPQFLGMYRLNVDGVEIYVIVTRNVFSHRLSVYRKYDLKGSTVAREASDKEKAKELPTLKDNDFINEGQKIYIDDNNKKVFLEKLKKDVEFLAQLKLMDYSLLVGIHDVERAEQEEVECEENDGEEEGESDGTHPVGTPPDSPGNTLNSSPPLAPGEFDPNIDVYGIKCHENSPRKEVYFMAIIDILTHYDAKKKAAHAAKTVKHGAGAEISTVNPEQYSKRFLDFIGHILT
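Single end-point luminescence (ADP-Glo) quantified ADP from PI5P4Kalpha turnover; ATP 5 microM final, 1 h at RT, 0.1% CHAPS and 0.28 mM EGTA in HEPES pH 7.4.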
PLK1 PBD block – qHTS for Inhibitors of PLK1-PDB (polo-like kinase 1 - polo-box domain): Primary Screen; Potency, µM, inactives show max response, negative = inhibition, most hits filed as inhibitors; Serine/threonine-protein kinase PLK1 (Homo sapiens), P53350; AID 720504, 2013; Plk1 PBD binding of FITC phosphopeptide, fluorescence polarization; 360,000 compounds, 2.8% hits; note: potency is the fitted concentration of half-maximal effect; series mostly up to about 57 µM; % is set by controls: 0 for no effect and ±100 for the full control effect; nearly all actives have a fitted effect of over 65% in size
Target sequence (P53350 whole entry, looked up, the tested form may be a part): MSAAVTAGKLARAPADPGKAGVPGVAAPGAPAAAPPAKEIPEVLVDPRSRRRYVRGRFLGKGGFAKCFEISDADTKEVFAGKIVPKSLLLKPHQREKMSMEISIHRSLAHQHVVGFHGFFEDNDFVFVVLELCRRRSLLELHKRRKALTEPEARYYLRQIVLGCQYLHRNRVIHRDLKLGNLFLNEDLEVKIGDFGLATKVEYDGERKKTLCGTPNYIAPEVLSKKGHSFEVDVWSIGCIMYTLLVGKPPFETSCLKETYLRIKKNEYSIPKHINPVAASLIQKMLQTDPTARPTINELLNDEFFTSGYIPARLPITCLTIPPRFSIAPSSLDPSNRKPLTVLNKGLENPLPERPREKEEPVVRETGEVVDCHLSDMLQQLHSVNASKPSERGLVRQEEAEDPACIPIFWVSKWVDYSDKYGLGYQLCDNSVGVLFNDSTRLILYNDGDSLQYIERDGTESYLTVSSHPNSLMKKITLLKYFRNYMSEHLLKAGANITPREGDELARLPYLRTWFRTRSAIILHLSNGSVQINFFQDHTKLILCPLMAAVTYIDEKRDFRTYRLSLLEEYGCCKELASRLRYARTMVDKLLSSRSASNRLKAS
FUS suppressor – qHTS for Suppressors of FUS Proteinopathy: Primary screen using FUS-linked yeast assay. S. cerevisiae FUS-expressing, growth rescue, OD600, 24 h. Potency, µM (series often up to 76.6 µM), inactives show at the highest dose growth rescue (activation), usual class: activators. 390,000 compounds, 0.24% hits;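 note: potency is the fitted concentration of half-maximal effect; plate controls were DMSO vehicle for no effect and reference control for full effect; nearly all actives have a fitted effect of over 55% in size; some results filed as inactive show a strong effect at the top dose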
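Restored growth of FUS-toxic S. cerevisiae, read as 600 nm absorbance after 24 h at 30C in galactose medium (starting OD 0.005). Controls CP55940 and DMSO.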
Active calls of the source: *; ? = inconclusive; . = not tested or not shown; [ ] = another dose, or the depositor's remark. Unless noted, calls come from the whole dose curve; as a rule, active = well fitted curve in the direction sought with a large enough effect; inconclusive = small, poorly fitted or top-dose-only effect, or another doubt; inactive = no such curve, though single readings can be large; an effect the other way counts as inactive or inconclusive.

SMILES	EPAC1 antagonist	IL-2 act	Abeta rescue	EPAC1 ag	WRN helicase inh	PI5P4K alpha inh	PLK1 PBD block	FUS suppressor
Cc1cc2nc(C(F)(F)F)[nH]c(=O)n2n1	5%	0.2	-4%	-5%	-6%	-9	-6%	6%
CCCCS(=O)(=O)c1sc2nc3c(cc2c1N)CCCC3	2%	1.7	-8%	-2%	-9%	.	-11%	28%
CNC(=O)C(C)Sc1ccc(S(=O)(=O)N2CCOCC2)cn1 (centres undefined)	3%	-2.4	-2%	10%	?	-11	-3%	.
CC(=O)Oc1ccc(NC(=O)C2CCCCC2)c(C(=O)O)c1	0%	0.2	1%	0%	8%	.	-6%	14%
O=C(NC(Cc1ccccc1)C(=O)O)/C(=C\c1ccco1)NC(=O)c1ccc(Br)cc1 (centres undefined)	-27%	-6.4	-8%	0%	?	-16	-17%	.
O=C(NC(=S)Nc1cccc(O)c1)c1cncc(Br)c1	0%	-2.2	-2%	-1%	0%	-6	0%	-15%
Cc1cc(NC(=O)c2ccc(-c3ccc(F)c(Cl)c3)o2)no1	-24%	-0.7	-2%	9%	-2%	1	-2%	-9%
COc1ccc(NC(=S)NCCc2ccccc2OC)c(OC)c1	-5%	1.0	12%	-4%	-1%	13	-15%	.
CSc1ccccc1NC(=O)C1CC(c2ccccc2O)=NO1 (centres undefined)	-4%	1.9	10%	-1%	-3%	.	?	-3%
O=C1NCCCN1Cc1ccc(Cl)cc1	-16%	0.3	-8%	-4%	-11%	-8	-5%	20%
C[C@H]1CN([C@@H](C)CO)S(=O)(=O)c2ccc(Br)cc2O[C@H]1CN(C)S(=O)(=O)c1ccccc1	14%	-3.7	-9%	9%	5%	-7	6%	?
S=c1[nH]nc(-c2ccccc2)n1/N=C/c1ccc(-c2ccccc2Cl)o1	5%	-2.7	10%	9%	-18%	11	-36%	.
CC1CCCCN1Cc1nc2c(c(=O)n(C)c(=O)n2C)n1CCCc1ccccc1 (centres undefined)	-22%	-0.6	12%	3%	-9%	8	-5%	6%
CCOc1ccc(S(=O)(=O)NCCCl)cc1	-13%	0.4	-9%	6%	-12%	-7	-7%	-12%
Cc1ccc(NC(=O)c2ccc(NC3=NC4CS(=O)(=O)CC4S3)cc2)cc1 (centres undefined)	-12%	-3.0	1%	12%	-5%	3	1%	19%

Part of the list above, set out differently.
mol: COc1ccc(NC(=S)NCCc2ccccc2OC)c(OC)c1
- EPAC1 antagonist: -5%
- IL-2 act: 1.0
- Abeta rescue: 12%
- EPAC1 ag: -4%
- WRN helicase inh: -1%
- PI5P4K alpha inh: 13
- PLK1 PBD block: -15%
- FUS suppressor: .
mol: CSc1ccccc1NC(=O)C1CC(c2ccccc2O)=NO1 (centres undefined)
- EPAC1 antagonist: -4%
- IL-2 act: 1.9
- Abeta rescue: 10%
- EPAC1 ag: -1%
- WRN helicase inh: -3%
- PI5P4K alpha inh: .
- PLK1 PBD block: ?
- FUS suppressor: -3%

Continued:
SMILES	EPAC1 antagonist	IL-2 act	Abeta rescue	EPAC1 ag	WRN helicase inh	PI5P4K alpha inh	PLK1 PBD block	FUS suppressor
CCOc1ccc(OCc2cccc(C(=O)O)c2)cc1	2%	1.0	-4%	4%	-1%	.	-3%	-19%
OC(CN1CCOCC1)C12CC3CC(CC(C3)C1)C2 (centres undefined)	15%	1.0	-3%	-2%	0%	.	-9%	4%
Cc1ccccc1NC(=O)C1CCC(C)(C(=O)O)C1(C)C (centres undefined)	-1%	1.3	13%	5%	1%	5	-1%	1%
CC(=O)c1cccc(NC(=O)c2cccc(S(=O)(=O)N(C)C)c2)c1	-1%	-0.2	-1%	7%	-4%	1	-16%	1%
CCOC(=O)[C@]12CCCC=C1N(Cc1ccc(Cl)cc1Cl)C(=O)[C@H](CC(=O)N1CCCCC1)C2	25%	-0.9	6%	-5%	-1%	12	-5%	?
Cc1ccc(S(=O)(=O)Nc2ccc(O)c(Sc3ncn[nH]3)c2)cc1	18%	-0.2	11%	15%	-1%	4	-7%	0%
Cc1nc(-c2ccc(C(=O)Nc3cc(S(N)(=O)=O)ccc3C)cc2)cs1	1%	-0.5	-4%	-3%	3%	-9	-2%	23%
CCCc1oc(C(=O)O)cc1CN1CCCC1	11%	-0.9	-5%	0%	0%	.	-8%	5%
Cn1ccnc1SCC(=O)c1ccc(Cl)cc1	-5%	-3.8	9%	-3%	-1%[57.1 µM]	-2	-29%	14%
COC(=O)N(NC(=O)C(O)(CCC(C)C)CCC(C)C)c1ccccc1	2%	1.6	9%	-10%	-1%	5	-9%	0%
COc1cc(/C=C2/C(=O)NN(c3ccc(C)c(Cl)c3)C2=O)cc([N+](=O)[O-])c1O	?	-0.4	3%	-16%	?	-67*	?	-9%
O=C(Nc1ccccc1)c1cccc(N2CCCC2=O)c1	-4%	-0.3	-11%	-1%	-8%	5	-22%	22%
CNCC(O)Cn1c2c(c3ccccc31)CCCC2 (centres undefined)	-10%	0.5	7%	9%	-6%	10	-23%	11%
COc1cccc(Nc2nc3cc(C)ccc3cc2C)c1	-14%	-2.2	-7%	17%	8%	33	3%	-3%
CCOc1ccc(C2OC(=O)Cc3cc(OC)c(OC)cc32)cc1 (centres undefined)	2%	-0.2	11%	-2%	-5%	.	-22%	8%
COc1ccc(CNC(=O)C2(CC3CC(c4ccccc4)=NO3)CCN(C(=O)Cc3ccc(F)cc3)CC2)cc1 (centres undefined)	-14%	0.0	1%	-2%	-5%	-3	-11%	30%
CCOC(=O)N1CC(=O)Nc2ccc(Br)cc2C1c1ccccc1 (centres undefined)	2%	-0.8	21%	-10%	0%	4	2%	-2%
C#CCN1C(=O)S/C(=C/C=C/c2ccc(N(C)C)cc2)C1=O	-11%	-7.3	-9%	5%	35µM*	-6	28%	13%
COCCN1C(=O)C(=O)/C(=C(/O)c2ccc(S(=O)(=O)N3CCOCC3)cc2)C1c1cccc(O)c1 (centres undefined)	-25%	-2.5	9%	6%	1%	11	-12%	16%
O=C1OC(/C(=C\Nc2cc(Cl)ccc2O)[N+](=O)[O-])c2ccccc21 (centres undefined)	-16%	2.4	-1%	6%	-30%	-3	-19%	9%
O=C(NC(=S)Nc1ccccc1Br)C1CC1	-20%	-0.5	28%	7%	-5%	7	-8%	-15%
CC1CCc2c(c3ccccc3n2C(=O)CCl)C1 (centres undefined)	?	-4.3	-20%	3%	-9%	13	?	2%
Cc1ccc(F)c(S(=O)(=O)NC(=O)C2(C)CCN2C(=O)CCc2ccccc2)c1 (centres undefined)	-8%	-0.7	-7%	-1%	7%	-9	-10%	-2%
COc1ccccc1NC(=O)N(C)C[C@H]1Oc2ncc(Br)cc2C(=O)N([C@H](C)CO)C[C@H]1C	-11%	4.2	1%	5%	-7%	6	5%	-17%
CNC(=O)COC(=O)c1ccccc1Nc1ccccc1	7%	1.9	-7%	0%	-6%	0	-12%	17%
CCCCn1c(SCC(=O)Nc2cc(C)on2)nnc1-c1cccnc1	15%	1.8	3%	-3%	0%	.	3%	-22%
c1cncc(-c2cn(C[C@H]3CC[C@@H]([C@@H]4CC[C@H](Cn5cc(-c6cccnc6)nn5)O4)O3)nn2)c1	4%	-2.9	1%	4%	-4%	4	3%	-18%
COc1ccc(/C=N/NC(=O)c2cccnc2)cc1CSc1ccccn1	-6%	1.0	-1%	9%	-9%	-2	?	15%
CC1(C)C[C@H]2C3=CCC4[C@@]5(C)CC[C@H](O)[C@](C)(CO)C5CC[C@@]4(C)[C@]3(C)C[C@H]3O[C@@H]1[C@H](O)[C@]32CO (some centres undefined)	-16%	0.3	2%	8%	0%	7	4%	-5%
COc1cccc(CN(C)C(=O)COc2cccc3c2OC(C)(C)C3)c1OC	2%	-3.3	6%	3%	6%	7	-13%	10%
Cn1nc(C(=O)O)c(=O)n(C)c1=O	11%	-0.4	-5%	7%	-6%	6	27µM*	-1%
Cc1c(NC(=S)NC(=O)COc2ccccc2)c(=O)n(-c2ccccc2)n1C	4%	-0.5	-3%	0%	0%	-9	-9%	.
O=C(CSc1nnc(Cc2ccccc2)o1)c1ccccc1	9%	-2.1	-7%	-1%	5%	-5	-3%	-8%
O=C(NCC1CCCO1)c1ccc(OC2CCN(C(=O)C3CC3)CC2)cc1 (centres undefined)	3%	-0.6	-3%	-10%	-9%	-1	1%	38%
Cc1ccc(-c2csc(NC(=O)CSC3=NCCS3)n2)cc1	-1%	-3.1	-9%	16%	1%	4	-8%	26%
Cc1ccc(O)c(NC(=O)c2cc(C)no2)c1	8%	0.0	-30%	8%	9%	7	-3%	18%
CN1C(=O)CSc2ccc(NC(=O)Nc3ccccn3)cc21	1%	-2.4	2%	-1%	-5%	.	-2%	20%
C=C(C)Cn1c(N2CCCC2)nc2c1c(=O)n(C)c(=O)n2C	-9%	-2.7	-3%	2%	10%	6	-12%	0%
Cc1ccc(/C=N/c2sc3c(c2C#N)CCC3)o1	1%	-0.9	13%[9.22 µM]	1%	-21%	-21	-3%	-50%
CC(Sc1nnc(-c2ccncc2)n1C)C(=O)Nc1nccs1 (centres undefined)	22%	-0.1	-5%	2%	4%	4	-8%	15%
Cc1ccc(C)n1-c1ccc(C(=O)NN=C2CCCC2)cc1	-17%	-0.9	-7%	11%	-5%	-29	2%	28%
CCN1CCN(C(=O)C2(NC(=O)Nc3ccccc3Cl)CCCCC2)CC1	8%	-0.1	6%	-6%	-8%	1	0%	5%
O=C(CN1CCN(c2ccc(Cl)cc2)CC1)N1CCCC1	13%	3.2	-9%	-6%	-9%	4	-7%	61%
OCCC1CN(Cc2ccc3c(c2)CCO3)CCN1C1CCCC1 (centres undefined)	2%	-2.1	-10%	2%	-6%	3	2%	-3%

Source: PubChem BioAssay (National Center for Advancing Translational Sciences (NCATS))
